Screening data deposited in PubChem by NCI.
All columns: NCI-60 one-dose screen, growth in % after 48 h at 10 µM unless noted; 100 = growth as untreated, 0 = no growth, -100 = all killed.
SF-539 – SF-539 CNS cancer. hit rate 6.8% among 81,000
U251 – U251 CNS tumor cells; hit rate 5.4% among 80,000; AID 1794753
SF-268 – SF-268 CNS cancer cells; hit rate 3.1% among 82,000; AID 1794759
DU-145 – DU-145 prostate cancer. hit rate 4.2% among 81,000. AID 1794760
SNB-75 – SNB-75 CNS cancer; AID 1794750; hit rate 5% among 79,000
HCC-2998 – HCC-2998 colon cancer; hit rate 4.7% among 79,000
SNB-19 – SNB-19 CNS cancer cells | hit rate 2.5% among 81,000 | AID 1794751
SF-295 – SF-295 CNS cancer cells; AID 1794758; hit rate 5.6% among 79,000
PC-3 – PC-3 prostate cancer cells. hit rate 3.9% among 80,000
* marks the source's active call; other numbers are inactive results; & = joins results of further samples. The calls were made as follows: active = growth percent below 10; inactive = the rest.

The opening two compounds (preview)
Screening CC(O)CN=Cc1ccccc1 (configuration not stated) returned SF-539 107, U251 99, SF-268 97, DU-145 103, SNB-75 102, HCC-2998 102, SNB-19 111, SF-295 109 and PC-3 105.
For COc1cccc(Cn2ccc3c2-c2oncc2CC3)c1 the results were SF-539 93, U251 89, SF-268 95, DU-145 121, SNB-75 74, HCC-2998 96, SNB-19 89 and PC-3 84.

The whole of this part (from the top)
Screening CC(O)CN=Cc1ccccc1 (configuration not stated) returned SF-539 107, U251 99, SF-268 97, DU-145 103, SNB-75 102, HCC-2998 102, SNB-19 111, SF-295 109 and PC-3 105.
For COc1cccc(Cn2ccc3c2-c2oncc2CC3)c1 the results were SF-539 93, U251 89, SF-268 95, DU-145 121, SNB-75 74, HCC-2998 96, SNB-19 89 and PC-3 84.
Nc1c(C(=O)c2ccc(F)cc2)sc2nc(-c3cnccn3)cc(-c3cccs3)c12 was read as SF-539 97, U251 107, SF-268 109, DU-145 109, SNB-75 92, HCC-2998 124, SNB-19 96, SF-295 106 and PC-3 99.
Screening COC(=O)c1ccc2c(c1)C(=O)c1c-2n(CCCN)c(=O)c2cc([N+](=O)[O-])ccc12 returned SF-539 -94*, U251 -100*, SF-268 -87*, DU-145 -100*, SNB-75 -99*, HCC-2998 -95*, SNB-19 -59*, SF-295 -77* and PC-3 -70*.
Screening COc1ccc(/C=C/c2c(C(=O)c3ccccc3)c(=O)[nH]c3ccccc23)cc1 returned SF-539 88, U251 80, SF-268 95, DU-145 115, HCC-2998 111, SNB-19 85, SF-295 93 and PC-3 68.
Screening CCCCOC(=O)CCSC1=C(C)C(=O)c2ccccc2C1=O returned SF-539 95, U251 89, SF-268 99, DU-145 114, SNB-75 87, HCC-2998 107, SNB-19 98, SF-295 99 and PC-3 79.
O=C(Nc1ncc(Cc2cc(Cl)ccc2Cl)s1)C1CCCCC1 was read as SF-539 102, U251 86, SF-268 88, DU-145 98, SNB-75 98, HCC-2998 93, SNB-19 84, SF-295 97 and PC-3 76.
CCCCC/C=C\C/C=C\CCCCCCCCOc1ccc(CCOP(=O)(O)OCC[N+](C)(C)C)cc1 was read as SF-539 101, U251 103, SF-268 99, DU-145 112, SNB-75 101, HCC-2998 115, SNB-19 96, SF-295 99 and PC-3 102.
For Fc1ccc(NC(=S)N/N=C\c2ccc(Cl)cc2Cl)cc1 the results were SF-539 111, U251 84, SF-268 110, DU-145 104, SNB-75 121, HCC-2998 96, SNB-19 117 and PC-3 96.
C[N+](C)(C)CCOC(N)=O was read as SF-539 111&107, U251 98&103, SF-268 103&107, DU-145 113&117, SNB-75 93, HCC-2998 120&103, SNB-19 112&106, SF-295 111&102 and PC-3 108&98.
Screening CCOC(=O)C#Cc1c(CC(=O)OCC)nnn1[C@H]1O[C@@H](CO)[C@@H]2OC(C)(C)O[C@@H]21 returned SF-539 75, U251 97, SF-268 105, DU-145 94, SNB-75 76, HCC-2998 107, SNB-19 98, SF-295 97 and PC-3 89.
Screening O=C(NCc1ccco1)Nc1ccc([N+](=O)[O-])cc1 returned SF-539 92, U251 102, SF-268 106, DU-145 109, SNB-75 93, HCC-2998 51, SNB-19 97 and SF-295 95.
Screening O=C(NCCNc1nccc(-c2c(-c3cccc(F)c3)nc3sccn23)n1)c1c(F)cccc1F returned SF-539 66, U251 50, SF-268 54, DU-145 50, SNB-75 60, HCC-2998 70, SNB-19 55, SF-295 67 and PC-3 57.
Screening Nc1nc(Nc2ccc(Cl)c(Cl)c2)nn1Cc1cccc(Br)c1 returned SF-539 58, U251 64, SF-268 50, DU-145 65, SNB-75 60, HCC-2998 50, SNB-19 81, SF-295 76 and PC-3 38.
`O=C(NCCCl)Nc1nccnc1OCc1ccc(F)cc1` gave SF-539 109, U251 101, SF-268 99, DU-145 114, SNB-75 90, HCC-2998 113, SNB-19 95, SF-295 99 and PC-3 96.
For Cc1cc(C(=O)Nc2cc(Cl)ccc2Cl)c(C)o1 the results were SF-539 99, U251 98, SF-268 100, DU-145 110, SNB-75 98, HCC-2998 111, SNB-19 100, SF-295 98 and PC-3 105.
CC(=O)c1c(O)c(C)c(O)c2c1OC1=CC(=O)/C(=C(/C)N)C(=O)C12C (configuration not stated) was read as SF-539 100, U251 95, SF-268 95, DU-145 100, SNB-75 91, HCC-2998 103, SNB-19 103 and PC-3 85.
Cc1ccc(Cl)cc1Nc1nc(C(F)(F)F)ccc1C(=O)NO was read as SF-539 104, U251 92, SF-268 105, DU-145 110, SNB-75 91, HCC-2998 104, SNB-19 97, SF-295 97 and PC-3 88.
`Cc1ccc(S(=O)(=O)NCCCCCCNS(=O)(=O)c2ccc(C)cc2)cc1` gave SF-539 96, U251 81, SF-268 99, DU-145 102, SNB-75 104, HCC-2998 96, SNB-19 95, SF-295 76 and PC-3 70.
Screening NS(=O)(=O)c1ccc(Cn2c(SCC(=O)N/N=C/c3ccccc3)nc3ccccc3c2=O)cc1 returned SF-539 97, U251 95, SF-268 84, DU-145 113, SNB-75 88, HCC-2998 115, SNB-19 96, SF-295 99 and PC-3 105.
For CCCCC(CCCC)(S(=O)(=O)CC)S(=O)(=O)CC the results were SF-539 101, SF-268 109, DU-145 107, SNB-75 98, HCC-2998 111, SNB-19 105, SF-295 100 and PC-3 92.
Screening COc1cc(C2C3CCCN3C3(C(=O)Nc4ccccc43)C2C(=O)c2ccc(Br)cc2)cc(OC)c1OC (configuration not stated) returned SF-539 91, U251 86, SF-268 75, DU-145 96, SNB-75 75, HCC-2998 102, SNB-19 81 and SF-295 90.
`S=C(Nc1ccc(C2=NCCN2)cc1)Nc1ccc(C2=NCCN2)cc1` gave SF-539 93, U251 98, SF-268 120, DU-145 107, SNB-75 110, HCC-2998 104, SNB-19 105, SF-295 97 and PC-3 100.
CCCCCCCCCCCC1=NC(C)(C)CN1c1ccccc1 was read as SF-539 94, U251 92, SF-268 103, DU-145 103, SNB-75 86, HCC-2998 71, SNB-19 91, SF-295 100 and PC-3 68.
`O=S(=O)(c1ccc(F)cc1)N1CCN(c2nccc(-c3c(-c4cccc(F)c4)nc4sccn34)n2)CC1` gave SF-539 101, U251 92, SF-268 63, DU-145 74, SNB-75 103, HCC-2998 88, SNB-19 91, SF-295 103 and PC-3 66.
`CCCC[C@@H](C=O)NC(=O)[C@H](CC(C)C)NC(=O)[C@H](CC(C)C)NC(=O)OCc1ccccc1` gave SF-539 -46*, U251 5.8*, SF-268 -12*, DU-145 -38*, SNB-75 -45*, HCC-2998 -74*, SNB-19 22, SF-295 -12* and PC-3 5.4*.
`O=c1ccc(-c2ccccc2)nn1Cc1nc(-c2ncccn2)no1` gave SF-539 98, U251 97, SF-268 101, DU-145 106, SNB-75 91, HCC-2998 113, SNB-19 104, SF-295 102 and PC-3 100.
Screening CCN(CC)c1cc(C(C)(C)C)cc(C(C)(C)C)c1 returned SF-539 116, U251 95, SF-268 112, DU-145 121, SNB-75 100, HCC-2998 104, SNB-19 112, SF-295 105 and PC-3 111.
`CC1Cc2c(N(C)C)ncnc2N(C)c2ccc(O)cc21` (configuration not stated) gave SF-539 91, U251 79, SF-268 87, DU-145 101, SNB-75 73, HCC-2998 89, SNB-19 83, SF-295 92 and PC-3 73.
`COC(=O)[C@@H]1CC[C@@H](C)c2ccc(C)nc2C1` gave SF-539 100, U251 98, SF-268 92, DU-145 104, SNB-75 80, HCC-2998 102, SNB-19 95, SF-295 97 and PC-3 98.

A portion taken from the entries so far, for reference:
For Cc1cc(C(=O)Nc2cc(Cl)ccc2Cl)c(C)o1 the results were SF-539 99, U251 98, SF-268 100, DU-145 110, SNB-75 98, HCC-2998 111, SNB-19 100, SF-295 98 and PC-3 105.
CC(=O)c1c(O)c(C)c(O)c2c1OC1=CC(=O)/C(=C(/C)N)C(=O)C12C (configuration not stated) was read as SF-539 100, U251 95, SF-268 95, DU-145 100, SNB-75 91, HCC-2998 103, SNB-19 103 and PC-3 85.

New compounds follow
`CC1=C(C(=O)OC(C)(C)C)C(c2ccc3c(c2)OCO3)NC(=O)N1` (configuration not stated) gave SF-539 100, U251 100, SF-268 102, DU-145 111, SNB-75 98, HCC-2998 104, SNB-19 104, SF-295 102 and PC-3 101.
CSc1nnc(-c2cnn3c2NC(c2ccccc2)C3)n1-c1cccc(F)c1 (configuration not stated) was read as SF-539 108, U251 100, SF-268 95, DU-145 111, SNB-75 95, HCC-2998 110, SNB-19 94, SF-295 99 and PC-3 93.
Screening CCNC1=C(Cl)C(=O)c2ccccc2C1=O returned SF-539 121, U251 97, SF-268 97, DU-145 92, SNB-75 60, HCC-2998 125, SNB-19 106, SF-295 90 and PC-3 80.
For CC(C)NC(N)=O the results were SF-539 103, SF-268 109, DU-145 106, SNB-75 95, HCC-2998 92, SNB-19 108, SF-295 105 and PC-3 102.
For CCOC(=O)/C(C#N)=C\Nc1ccc2ncnc(Nc3ccccc3Cl)c2c1 the results were SF-539 111, U251 96, SF-268 106, DU-145 62, SNB-75 87, HCC-2998 117, SNB-19 95, SF-295 102 and PC-3 99.
Screening CC[C@H](C)C(=O)O[C@H]1CCC=C2C=C[C@H](C)[C@H](CC[C@@H]3CC=CC(=O)O3)[C@H]21 returned SF-539 80, U251 88, SF-268 99, DU-145 89, SNB-75 69, HCC-2998 101, SNB-19 83, SF-295 115 and PC-3 62.
Screening CCOC(=O)CC1CSC(Nc2ccccc2F)=N1 (configuration not stated) returned SF-539 110, U251 105, SF-268 99, DU-145 108, SNB-75 87, HCC-2998 103, SNB-19 101, SF-295 102 and PC-3 91.
For Cn1cc(NCCO[C@H]2Cc3cc4ccc(=O)oc4cc3OC2(C)C)c(C(N)=O)n1 the results were SF-539 97, U251 97, SF-268 97, DU-145 117, SNB-75 96, HCC-2998 101, SNB-19 103, SF-295 102 and PC-3 98.
CCc1ccc(NCC(=O)Cn2cc(COc3ccc(C=Nc4cnc5ccccc5c4)cc3)nn2)cc1 was read as SF-539 103, U251 98, SF-268 108, DU-145 117, SNB-75 101, HCC-2998 113, SNB-19 100, SF-295 107 and PC-3 107.
Screening COc1ccc(-c2ccc(O)c(C(=O)/C=C/c3cc(OC)c(OC)c(OC)c3)c2)cc1 returned SF-539 97, U251 78, SF-268 80, DU-145 84, SNB-75 97, HCC-2998 100, SNB-19 99, SF-295 92 and PC-3 62.
`CCCCCCCC(=O)NC(O)C(Cl)(Cl)C(C)Cl` (configuration not stated) gave SF-539 101, U251 93, SF-268 98, DU-145 101, SNB-75 88, HCC-2998 110, SNB-19 103, SF-295 102 and PC-3 99.
Screening O=C1/C(=C/c2ccccc2)Oc2ccc(O)c(-c3ccccc3)c21 returned SF-539 71, U251 90, SF-268 60, DU-145 73, SNB-75 33, HCC-2998 117, SNB-19 89, SF-295 99 and PC-3 78.
`O=C1OC(c2ccccc2)=N/C1=C\c1coc2ccccc2c1=O` gave SF-539 113, U251 102, SF-268 105, DU-145 94, SNB-75 118, HCC-2998 92, SNB-19 102 and PC-3 93.
For Cn1/c(=N/N=C(N)N)ccc2ccccc21 the results were SF-539 104, U251 98, SF-268 112, DU-145 127, SNB-75 99, SNB-19 108, SF-295 108 and PC-3 98.
For O=C(N/N=C\c1ccc(Cl)cc1)c1ccc2nc(-c3ccc(Br)cc3)[nH]c2c1 the results were SF-539 -5.6*, U251 -71*, SF-268 12, DU-145 -1.0*, SNB-75 50, HCC-2998 -43*, SNB-19 5.2*, SF-295 -38* and PC-3 -24*.
`Cc1ccc(S(=O)(=O)Oc2ccc(-c3ccccc3)cc2)cc1` gave SF-539 114, U251 97, SF-268 110, DU-145 108, SNB-75 110, HCC-2998 94, SNB-19 102, SF-295 103 and PC-3 90.
